# EPAC2 antag: blocks human EPAC2 exchange factor; 0.18% of 360,000 active; EPAC2 GEF exchange of Rap1B-BODIPY-GDP, fluorescence; Q8WZA2; Potency, µM (highest dose often 114 µM), without a hit: at the highest dose activity, negative = inhibition, actives largely listed as inhibitors; AID 720708; note: % is set by controls: 0 for no effect and ±100 for the full control effect; nearly all actives have a fitted effect of over 45% in size; many of its hits are not listed in these tables
# FUS suppressor: suppressors of FUS proteinopathy in yeast; S. cerevisiae FUS-expressing, growth rescue, OD600, 24 h; AID 1347120; 0.24% of 390,000 active; Potency, µM (highest dose often 76.6 µM), inactives show at the highest dose growth rescue (activation), usual class: activators;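 note: plate controls were DMSO vehicle for no effect and reference control for full effect; nearly all actives have a fitted effect of over 55% in size; some results filed as inactive show a strong effect at the top dose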
#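 Steps: raffinose overnight preculture; dilution to OD 0.005 in 2% galactose minimal medium; compound addition (concentration series); 24hr at 30C, 99% humidity; absorbance read at 600 nm.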
# PTHR1 ag: PTHR1 (human) receptor agonism; Q03431; HEK293 GP2 PTHR1 cells, GloSensor cAMP luminescence, 1 h; Potency, µM (series often up to 115 µM), inactives show top-dose activation, actives largely listed as activators; 0.075% of 410,000 active; note: nearly all actives have a fitted effect of over 55% in size; some results filed as inactive show a strong effect at the top dose; inactives centre near -15; many of its hits are not listed in these tables
# Target sequence (Q03431 whole entry, looked up): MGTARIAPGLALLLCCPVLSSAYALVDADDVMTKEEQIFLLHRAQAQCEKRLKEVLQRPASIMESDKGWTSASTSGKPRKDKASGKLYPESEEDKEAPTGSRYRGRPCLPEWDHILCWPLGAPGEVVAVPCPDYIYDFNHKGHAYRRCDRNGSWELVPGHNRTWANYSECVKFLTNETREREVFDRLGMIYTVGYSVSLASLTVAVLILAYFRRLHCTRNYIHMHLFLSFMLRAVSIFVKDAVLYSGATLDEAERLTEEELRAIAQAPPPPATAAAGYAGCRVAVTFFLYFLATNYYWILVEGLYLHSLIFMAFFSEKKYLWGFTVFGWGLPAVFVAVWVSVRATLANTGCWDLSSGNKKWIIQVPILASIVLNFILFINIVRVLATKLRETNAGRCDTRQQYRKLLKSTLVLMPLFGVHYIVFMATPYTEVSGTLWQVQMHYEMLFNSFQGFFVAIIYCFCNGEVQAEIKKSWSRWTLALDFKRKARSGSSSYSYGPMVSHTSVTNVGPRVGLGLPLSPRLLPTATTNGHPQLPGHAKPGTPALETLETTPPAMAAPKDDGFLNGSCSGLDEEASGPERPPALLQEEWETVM
#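 HEK-293-derived GP2 cells expressing PTHR1 and a GloSensor cAMP reporter, 3,000/well, plated overnight, given luciferin plus IBMX (each 0.5 mM as added) for 1 h at 37 °C, then compound for 1 h at 37 °C. Luminescence was read after 15 min at room temperature.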
# EPAC2 ag: activates human EPAC2 exchange factor. Q8WZA2. EPAC2 activation, biochemical qHTS; response scale: 100% = 6.5 mM cAMP response. Potency, µM (titrated, usually from 154 µM), for the others: at the highest dose activation, usual class: activators. 0.079% of 360,000 active. AID 720711; note: nearly all actives have a fitted effect of over 50% in size
#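 Compounds were titrated in qHTS against a Rap1B-BODIPY-GDP (250 nM) complex with EPAC2 (100 nM) and GDP (50 uM). BODIPY-GDP release tracked at 480/540 nm over 30 min at room temperature, normalized to 6.5 mM cAMP.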
# TDP43 rescue: rescues yeast growth from TDP-43 toxicity. TDP-43 expressing yeast growth rescue, BacTiter-Glo, 24 h. Potency, µM (top dose mostly 46.1 µM), for inactives: top-dose growth rescue (activation), usual class: activators. 1.8% of 410,000 active. AID 652104; note: % of control where 0% means no effect; nearly all actives have a fitted effect of over 50% in size
#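 Readout is BacTiter-Glo luminescence of cell growth, so inhibitors register as activators. TDP-43-expressing yeast at OD600=0.02 in galactose medium, after raffinose pregrowth to mid-log, were incubated with compound for 24 hr at 30 deg C.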
# aSyn rescue: rescues yeast growth from alpha-synuclein toxicity. AID 652106. Potency, µM (doses to about 46.1 µM), inactives show at the top dose growth rescue (activation), usual class: activators. Yeast expressing alpha-synuclein, growth rescue, BacTiter-Glo, 24 h. 0.14% of 370,000 active; note: % of control where 0% means no effect; nearly all actives have a fitted effect of over 65% in size
#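 Galactose-induced alpha-syn yeast (OD600=0.02, raffinose-pregrown) + pinned cpd, 24 hr, 30 deg C; growth by BacTiter-Glo luminescence. Growth restoration scores as activation.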
# EPAC1 antagonist: antagonists of human EPAC1 | AID 720709 | O95398 | EPAC1 GEF assay, Rap1b-BODIPY-GDP exchange fluorescence | 0.14% of 360,000 active | Potency, µM (series often up to 115 µM), inactives show at the highest dose activity change, negative = inhibition, actives largely listed as inhibitors;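 note: plate controls were vehicle for no effect and positive control for full effect; nearly all actives have a fitted effect of over 50% in size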
# EPAC1 ag: EPAC1 (human) agonism; Potency, µM (doses to about 154 µM), for the others: at the highest dose activation, actives largely listed as activators; O95398; 0.073% of 360,000 active; EPAC1 agonist qHTS, biochemical assay; response scale: 100% = response to 6.5 mM cAMP; note: nearly all actives have a fitted effect of over 60% in size
#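 EPAC1 100 nM, Rap1B–BODIPY-GDP 250 nM, unlabeled GDP 50 uM; compound titration; 5 min RT; kinetic read ex480/em540 at 5-min intervals ×30 min; data normalized to 6.5 mM cAMP agonist control.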
# Active calls of the source: *; i = inactive; ? = inconclusive; . = not tested or not shown; & = joins results of further samples; [ ] = dose if it differs, or a comment. Calls come from the whole dose curve; as a rule, active = well fitted curve in the direction sought with a large enough effect; inconclusive = small, poorly fitted or top-dose-only effect, or another doubt; inactive = no such curve, though single readings can be large; an effect the other way counts as inactive or inconclusive. Potency is the fitted concentration of half-maximal effect.
# Values run as follows: EPAC2 antag, FUS suppressor, PTHR1 ag, EPAC2 ag, TDP43 rescue, aSyn rescue, EPAC1 antagonist, EPAC1 ag
CCCCCC(=O)Nc1nc(C)c(-c2csc(Nc3cc(Cl)ccc3OC)n2)s1
→ -8%, 38%, ?, 3%, 15%, -4%, -11%, 1%
Cc1c(C(=O)N2CCN(c3ccc(F)cc3)CC2)oc2c1C(=O)CCC2
→ -1%, -5%, -10%, 7%, ?, 11%, -3%, 12%
CCOc1ccc(-c2cc(C(=O)N/N=C(\C)c3cccnc3)c3ccccc3n2)c(OCC)c1
→ 2%, 63%, 23%, 5%, -19%, -9%, -16%, 7%
CCC1(c2ccccc2)C(=O)NCNC1=O
→ -3%, -32%, -22%, 3%, ?, -4%&5%, 35%[activator], 10%
CCCOc1ccc(C(=O)NC(=S)N2CCN(c3cc4c(cc3F)c(=O)c(C(=O)O)cn4CC)CC2)cc1
→ -2%, -3%, -36%[inhibitor], -15%, 14%, 0%, 14%, 0%
CN(CC1CCOCC1)C(=O)CC1C(=O)NCCN1Cc1ccccc1F (centres undefined)
→ 9%, 0%, i, -4%, 3%, 1%, 11%, -12%
O=C(COc1ccccc1F)Nc1cc(S(=O)(=O)N2CCOCC2)ccc1N1CCOCC1
→ -13%, 34%, -13%, 8%, ., -1%, ?, 9%
COc1ccc(SC[C@H](C)CN2CC[C@H](NC(=O)OCc3ccccc3)CCC2=O)cc1
→ -4%, ?, -37%[inhibitor], 6%, ?, -4%, -7%, 9%
NS(=O)(=O)c1ccc(NC(=O)CNC(=O)c2ccc3c(c2)OCO3)cc1
→ 0%, -8%, i, 7%, -13%, -5%, 7%, 4%
O=C(NCCCN1CCCC1=O)c1ccc(NS(=O)(=O)c2cccc([N+](=O)[O-])c2)cc1
→ -13%, -6%, -9%, -1%, 0%, -4%, -9%, 5%
COc1ccc(N2CCN(C(=O)CN3c4cccc5cccc(c45)S3(=O)=O)CC2)cc1
→ 0%, -8%, -36%[inhibitor], -1%, 12%, ?, 2%, -10%
O=C(NCc1ccccc1)c1cc(C2CCCCN2S(=O)(=O)c2cccc3cccnc23)on1 (centres undefined)
→ -16%, 17%, i, 4%, -7%, 7%, 10%, -10%
CCCCC(=O)O[C@H]1CC[C@H]2[C@@H]3CCc4cc(O)ccc4[C@H]3CC[C@]12C
→ ?, -4%, -6%, -5%, ?, -11%, ?, -43%[inhibitor]
Cc1ccc(NC(=S)/N=C(\N)Nc2nc(C)c3ccccc3n2)cc1C
→ 2%, 18%, -15%, 1%, 26%, 0%, 7%, 7%
CSCCC(NC(=O)c1ccccc1Cl)C(=O)N1CCN(C(C)=O)CC1 (centres undefined)
→ 14%, ., i, -2%, 22%, -1%, 11%, -1%
Cc1cccc(SCC(=O)Nc2ccccc2[N+](=O)[O-])c1
→ -13%, 0%, i, 13%, ?, -2%, 3%, 6%
N#C/C(=C\c1c[nH]c2ccc(Br)cc12)c1ccccn1
→ 10%, 44%, -53%[inhibitor], 17%, -6%, 18%, -11%, 4%
CN(NC(=O)c1ccc(Cl)cc1)c1nc(-c2ccccc2)nnc1C(F)(F)F
→ -5%, -20%, -21%, -11%, 5%, -8%, 3%, -5%
COc1cccc(-c2nn(-c3ccccc3)cc2/C=C(\C#N)C(=O)NCCCn2ccnc2)c1
→ -9%, 25%, i, 11%, 5%, 1%, -21%, 25%
O=C(N1CCOCC1)N(Cc1ccco1)CC1CCCO1 (centres undefined)
→ 8%, -15%, i, 2%, 11%, 1%, 13%, 10%

# An excerpt from above in order of length of the SMILES, largest number first.
# Values run as follows: EPAC2 antag, FUS suppressor, PTHR1 ag, EPAC2 ag, TDP43 rescue, aSyn rescue, EPAC1 antagonist, EPAC1 ag
CCCOc1ccc(C(=O)NC(=S)N2CCN(c3cc4c(cc3F)c(=O)c(C(=O)O)cn4CC)CC2)cc1
→ -2%, -3%, -36%[inhibitor], -15%, 14%, 0%, 14%, 0%
CCCCC(=O)O[C@H]1CC[C@H]2[C@@H]3CCc4cc(O)ccc4[C@H]3CC[C@]12C
→ ?, -4%, -6%, -5%, ?, -11%, ?, -43%[inhibitor]
COc1ccc(SC[C@H](C)CN2CC[C@H](NC(=O)OCc3ccccc3)CCC2=O)cc1
→ -4%, ?, -37%[inhibitor], 6%, ?, -4%, -7%, 9%
O=C(COc1ccccc1F)Nc1cc(S(=O)(=O)N2CCOCC2)ccc1N1CCOCC1
→ -13%, 34%, -13%, 8%, ., -1%, ?, 9%
Cc1c(C(=O)N2CCN(c3ccc(F)cc3)CC2)oc2c1C(=O)CCC2
→ -1%, -5%, -10%, 7%, ?, 11%, -3%, 12%
Cc1ccc(NC(=S)/N=C(\N)Nc2nc(C)c3ccccc3n2)cc1C
→ 2%, 18%, -15%, 1%, 26%, 0%, 7%, 7%
CN(CC1CCOCC1)C(=O)CC1C(=O)NCCN1Cc1ccccc1F (centres undefined)
→ 9%, 0%, i, -4%, 3%, 1%, 11%, -12%
Cc1cccc(SCC(=O)Nc2ccccc2[N+](=O)[O-])c1
→ -13%, 0%, i, 13%, ?, -2%, 3%, 6%
N#C/C(=C\c1c[nH]c2ccc(Br)cc12)c1ccccn1
→ 10%, 44%, -53%[inhibitor], 17%, -6%, 18%, -11%, 4%

# New compounds follow
# Values run as follows: EPAC2 antag, FUS suppressor, PTHR1 ag, EPAC2 ag, TDP43 rescue, aSyn rescue, EPAC1 antagonist, EPAC1 ag
C/C=C\C(=O)Nc1cccc(C2=NOC3(C2)C[C@H](C(N)=O)N(C(=O)Cc2ccc([N+](=O)[O-])cc2)C3)c1 (some centres undefined)
→ -15%, 15%, i, 2%, -5%, -2%, -6%, -9%
C[C@H]1CN([C@@H](C)CO)C(=O)c2c(c3ccccc3n2C)-c2ccccc2CO[C@H]1CN(C)Cc1cccc(F)c1
→ -6%, 3%, -20%, 0%, 10%, 6%, -15%, -3%
Cc1c(NC(=O)c2ccc(-c3cccc([N+](=O)[O-])c3)o2)c(=O)n(-c2ccccc2)n1C
→ 17%, -1%, -6%, 2%, -3%, -1%, 8%, -8%
COc1ccc(Cc2nc(-c3ccncc3)no2)cc1
→ -6%, -41%, -22%, 2%, 23%, 12%, 5%, -8%
CCOC(=O)C1CCN(C(=O)CCc2c(C)nc3c(-c4ccc(F)cc4)c(C)nn3c2C)CC1
→ -18%, -7%, -8%, -9%, 3%, 10%, 17%, -6%
CCOC(=O)N1CCN(C(=O)c2ccc(OC)cc2)CC1
→ -4%, 0%, i, -2%, -9%, 1%, -7%, 7%
CCC(=O)c1ccc(-c2ccccc2)cc1
→ -5%, 4%, i, 4%, 11%, 0%, -4%, 13%
CNNC(=S)Nc1cccc(C(F)(F)F)c1
→ 6%, -9%, i, 11%, 13%, -6%, -19%, 10%
Cc1cc(C)c(NC(=O)COC(=O)C2CCCO2)c(C)c1 (centres undefined)
→ 6%, -9%, i, 7%, -16%, -8%, ?, 5%
Cc1csc(=O)n1CC(=O)OCC(=O)c1ccc(Br)cc1
→ 1%, 18%, -34%[inhibitor], 11%, 9%, ?, 6%, -3%
COc1ccc(CNC(=O)C[C@H]2C[C@H](C(=O)N3CCCCC3)[C@@]3(C)c4[nH]c5cc(-c6ccco6)ccc5c4CCN3C2=O)cc1OC
→ -14%, ?, 3%, 0%, 22%, 8%, -19%, -9%
Cc1cc(NC(=O)CSc2ccc(F)cc2)no1
→ -26%, -38%, -93%[inhibitor], 10%, 25%, -5%, 2%, 4%
CC(=O)Nc1sc(N/N=C\c2ccccc2)nc1-c1cccs1
→ 3%, 20%, -6%, -4%, -8%, -9%, 12%, 3%
Cc1ccc(S(=O)(=O)NCc2ccccc2)cc1C(=O)NCC(C)(C)N1CCOCC1
→ 10%, 7%, -32%[inhibitor], -4%, 10%, 4%, 16%, -6%
Cc1ccc(S(=O)(=O)N2CCCCC2)cc1NC(=O)C1CC(=O)N(Cc2ccccc2)C1 (centres undefined)
→ 2%, ?, i, 3%, -20%, 3%, -20%, 3%
O=C1c2ccccc2C(=O)N1Nc1ccc([N+](=O)[O-])cc1[N+](=O)[O-]
→ -28%, 15%, -23%, ?, -9%, -4%, -23%, -1%
COc1ccccc1NS(=O)(=O)c1ccc(C)c(C(=O)NC2=NCCS2)c1
→ -13%, 7%, i, 12%, -1%, -10%, -9%, 19%
Cc1ccc(OCC(=O)OC2CCS(=O)(=O)C2)cc1 (centres undefined)
→ -10%, 26%, 7%, 12%, -36%[inhibitor], -3%, -14%, 7%
O=C(NCC1CCCO1)c1coc2nc3ccccc3nc12 (centres undefined)
→ -2%, -6%, -84%[inhibitor][57.5 µM], 6%, 15%, 5%, -6%, -7%
O=C(CCc1nc(-c2ccccc2)c(-c2ccccc2)o1)OCc1ccc(Br)cc1
→ -6%, 26%, i, 18%, -17%, 10%, -2%, 4%
CC(OC(=O)Cc1ccc(Cl)cc1)C(=O)NCCC1=CCCCC1 (centres undefined)
→ 4%, ., -11%, -3%, ?, 20%, -3%, -5%
CN(CC(=O)Nc1nc2ccccc2s1)S(=O)(=O)c1ccccc1
→ 7%, -10%, -3%[57.5 µM], 7%, 12%, 2%, -15%, -8%
CCN(CC)CCNc1ccc(C)c2sc3ccc(O)cc3c(=O)c12
→ -3%, ., i, 0%, 13%, -14%, -17%, 8%
CN(C(=O)C=Cc1ccccc1)c1ccccc1
→ -5%, -8%, -1%, 3%, 13%, 6%, 1%, 10%
Nc1ccc2c(c1)C(O)c1ccc(Cl)cc1-2 (centres undefined)
→ -12%, 5%, -1%, 7%, 20µM*, 0%, -8%, -3%
CC(=O)c1ccc(OCc2cc(C(=O)N3CCN(C4CCCC4)C(=O)C3)no2)cc1
→ 7%, ., -4%, -5%, ?, 1%, 4%, -1%
O=C(Cn1cnc2ccccc2c1=O)N1CCN(c2ccccc2)CC1
→ 3%, 17%, i, -3%, -11%, 9%, 0%, 3%
CN(C)/C=C(\C#N)C(=O)c1cccnc1Oc1ccc(F)cc1F
→ -1%, 7%, -12%[57.5 µM], 2%, -5%, 8%, -1%, 3%
COc1ccccc1-c1sc2cc3c(cc2c1-c1ccc2c(c1)OCO2)OCO3
→ 9%, 10%, -30%, 9%, 5%, -18%, -14%, -17%
Cn1cccc1/C=C(/C#N)c1ccc(F)cc1
→ 5%, -8%, -6%, -2%, 0%, -3%, 4%, -6%
CN(Cc1c(C(=O)N(C)Cc2ccccc2)nc2ccccn12)CC1Cc2ccccc2O1 (centres undefined)
→ 2%, 12%, -9%, 6%, -2%[9.22 µM], 0%, 12%, -5%
O=S(=O)(/C=C/c1ccccc1)n1cnc2ccccc21
→ -1%, -9%, i, 5%, ?, 3%, -18%, 6%

# The list is partial; count on the stated rates, not on these rows.
